Rhodamine autofl: compound autofluorescence in rhodamine spectral region | max dye-equivalent concentration, M | Rhodamine-region fluorescence, 547/598 nm, Tris buffer; active compounds read high | hit rate 0.05% among 59,000; in the data active = max dye-equivalent concentration above about 11 nM; inconclusive = between about 1.1 nM and that limit
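A six-point rhodamine series on each plate calibrates the signal. Compounds sit in 100 mM Tris (pH 8.0) for 15 min at ambient temperature before imaging through 547 nm/598 nm filters.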
HBB splice mod: modulators of hemoglobin beta chain splicing | hit rate 0.06% among 65,000 | Potency, µM (highest dose often 46.1 µM), for the others: at the top dose activation, usual class: activators | AID 925 | HBB splicing reporter cell assay, activation; EGFP reporter with mutant IVS2-654 intron; response scale: normalised to 500 nM splice-correcting PNA; note: potency is the fitted concentration of half-maximal effect; 0% is about no effect
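HeLa cells stably expressing EGFP interrupted by mutant beta-globin intron 2 (IVS2-654), 500/well in 2% FCS. Treated with compound for 2 days at 37C. Splicing correction scored as total well GFP intensity (488 nm excitation, 500-520 nm emission); 500 nM antisense PNA served as control.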
TexasRed autofl: compound fluoresces in the Texas Red spectral region; hit rate 0.06% among 59,000; Compound fluorescence, Texas Red channel, 547/618 nm; active compounds read high; max dye-equivalent concentration, M; AID 587; in the data active = max dye-equivalent concentration above about 10 nM; inconclusive = between about 1.1 nM and that limit
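Fluorescence at ex 547/em 618 nm, normalized against an on-plate Texas Red standard series to give dye-equivalent concentration per compound concentration. Buffer 100 mM Tris, pH 8.0; 15 min RT incubation before CCD imaging.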
Ub-GFP proteasome: ubiquitin-GFP accumulation via proteasome inhibition. Potency, µM (doses to about 45.9 µM), for the others: top-dose activation (GFP accumulation), hits mostly activators. 67,000 tested, under 10 active. Ubiquitin-GFP reporter cells, proteasome inhibition, GFP fluorescence; response scale: untreated = 0%, 10 µM MG-132 = 100%. AID 526; active = well fitted activation curve with a large enough effect, not every such curve was filed as active; inconclusive = small, poorly fitted or top-dose-only effect, or another doubt; inactive = no such curve, though single readings can be large or run the other way; note: potency is the fitted concentration of half-maximal effect
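Reporter cells (U2OS, ubiquitin-G76V-GFP fusion) are plated overnight, then treated 4 hr at 37 °C with compound titrations from 46 uM down to 2.9 nM. Activity is scaled against untreated cells and 10 uM MG-132.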
DNA Pol III inh: inhibitors of bacterial DNA polymerase III holoenzyme; reconstituted DNA polymerase III holoenzyme replication, biochemical; Potency, µM (highest dose often 57.1 µM), without a hit: at the top dose activity change, negative = inhibition; hit rate 0.25% among 71,000; AID 603; note: potency is the fitted concentration of half-maximal effect; % is set by controls: 0 for no effect and ±100 for the full control effect
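Reconstituted *E. coli* holoenzyme (0.35 nM Pol III, 1 nM beta, 154 nM SSB, 2 nM primase) was preincubated with compound for 15 min at RT. Synthesis on 1.4 nM ssM13Gori ran 35 min, then was stopped with PicoGreen/EDTA and read as dsDNA fluorescence.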
HADH2 inhib: blocks human hydroxyacyl-CoA dehydrogenase type II. recombinant HADH2, NADH fluorescence, beta-hydroxybutyryl-CoA. Potency, µM (doses to about 57.1 µM), without a hit: at the top dose activity change, negative = inhibition, actives largely listed as inhibitors. hit rate 3.4% among 73,000. AID 886; note: potency is the fitted concentration of half-maximal effect; % is set by controls: 0 for no effect and ±100 for the full control effect; nearly all actives have a fitted effect of over 60% in size; many of its hits are not listed in these tables
Target sequence (Q99714 whole entry, looked up, one chain of several): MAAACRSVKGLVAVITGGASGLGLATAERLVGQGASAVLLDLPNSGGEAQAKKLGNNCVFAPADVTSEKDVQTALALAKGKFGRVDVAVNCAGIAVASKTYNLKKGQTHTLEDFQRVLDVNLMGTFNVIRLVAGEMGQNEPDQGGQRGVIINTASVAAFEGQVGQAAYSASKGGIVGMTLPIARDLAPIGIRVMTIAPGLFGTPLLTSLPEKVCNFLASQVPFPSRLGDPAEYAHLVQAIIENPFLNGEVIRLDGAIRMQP
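Read-out: 360 nm excitation, 450 nm emission, kinetic over 4 min. Conditions: His-tagged human HADH2 20 nM, pH 9.0 Tris with Tween-20, 1 mM NAD+, 90 uM beta-hydroxybutyryl-CoA.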
GFP derepression: epigenetic modulators derepressing GFP locus in mouse cells | Potency, µM (doses to about 46.1 µM), for the others: at the top dose GFP derepression (activation) | mouse C127i GFP locus derepression, cytometry, 30 h | AID 597 | hit rate 0.09% among 68,000; note: % of control where 0% means no effect
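Locus derepression in mouse mammary C127i cells whose integrated CMV-GFP reporter is normally silent; GFP expression after 30 h compound treatment was quantified by counting fluorescent cells.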
ALOX15 inhib: inhibitors of human 15-lipoxygenase (ALOX15); hit rate 1.4% among 74,000; AID 887; purified 15hLO-1, xylenol orange hydroperoxide absorbance; Potency, µM (top dose mostly 57.1 µM), inactives show top-dose activity change, negative = inhibition, hits mostly inhibitors; P16050; note: potency is the fitted concentration of half-maximal effect; % is set by controls: 0 for no effect and ±100 for the full control effect; nearly all actives have a fitted effect of over 55% in size
Target sequence (P16050 whole entry, looked up): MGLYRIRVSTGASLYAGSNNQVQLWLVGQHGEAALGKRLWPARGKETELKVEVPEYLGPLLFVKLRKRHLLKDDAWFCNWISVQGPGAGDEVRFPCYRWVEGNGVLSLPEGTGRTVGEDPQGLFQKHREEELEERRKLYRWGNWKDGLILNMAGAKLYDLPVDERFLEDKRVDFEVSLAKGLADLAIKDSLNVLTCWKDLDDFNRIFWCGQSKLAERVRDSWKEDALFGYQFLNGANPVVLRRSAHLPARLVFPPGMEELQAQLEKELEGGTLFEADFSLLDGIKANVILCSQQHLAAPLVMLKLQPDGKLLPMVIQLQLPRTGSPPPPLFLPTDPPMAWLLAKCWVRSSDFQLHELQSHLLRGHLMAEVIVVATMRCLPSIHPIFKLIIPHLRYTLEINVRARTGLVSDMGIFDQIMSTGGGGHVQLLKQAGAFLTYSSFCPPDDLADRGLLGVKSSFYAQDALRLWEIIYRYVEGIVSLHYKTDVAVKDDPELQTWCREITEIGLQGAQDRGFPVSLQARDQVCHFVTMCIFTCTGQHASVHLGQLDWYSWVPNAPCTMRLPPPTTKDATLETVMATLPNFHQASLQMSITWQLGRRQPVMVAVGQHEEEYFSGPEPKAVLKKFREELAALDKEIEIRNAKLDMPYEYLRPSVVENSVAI
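Quantitative HTS in 25 mM Hepes pH 7.5 containing 0.01% Triton X-100: human 15hLO-1 at 40 nM, arachidonic acid at 50 uM, 6 min turnover. Product quantified via ferrous oxidation/xylenol orange, 573:405 nm absorbance ratio.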
4MU fluor: compound fluoresces in the 4-MU spectral region; compound autofluorescence, 340/450 nm, 4-MU equivalents; active compounds read high; max dye-equivalent concentration, M; hit rate 11% among 59,000; AID 589; in the data active = max dye-equivalent concentration above about 10 nM; inconclusive = mostly about 1.1 nM to 9.6 nM
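Compounds in 100 mM Tris, pH 8.0, sat 15 min at room temperature before fluorescence was read at 340 nm excitation/450 nm emission; a per-plate six-point 4-MU standard curve converted signals to dye-equivalent concentration at each compound concentration.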
Hsp90 Hop PPI: changes Hsp90-Hop TPR2A binding signal, up or down; hit rate 0.44% among 71,000; AlphaScreen TPR2A-His6 binding biotin-Hsp90 C-terminal peptide; Potency, µM (top dose mostly 57 µM), for inactives: top-dose activity change, negative = inhibition; active = well fitted curve in either direction with a large enough effect; inconclusive = small, poorly fitted or top-dose-only effect, or another doubt; note: potency is the fitted concentration of half-maximal effect; % is set by controls: 0 for no effect and ±100 for the full control effect; many of its hits are not listed in these tables
Fluorescein autfl: fluorescein region autofluorescence; Compound autofluorescence, 480/540 nm, fluorescein-equivalent; active compounds read high; max fluorescein-equivalent concentration, M; hit rate 0.91% among 59,000; AID 593; in the data active = max fluorescein-equivalent concentration above about 10 nM; inconclusive = between about 1.1 nM and that limit
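First, buffer (100 mM Tris, pH 8.0) dispensed; second, compounds and fluorescein standards pinned in; third, 15 min room-temperature incubation; finally, imaging at ex 480 nm/em 540 nm. Fluorescence normalized against the six-point fluorescein curve.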
* marks the source's active call; other numbers are inactive results; i = inactive; u = inconclusive; x = not tested or not shown; [ ] = another dose, or the depositor's remark. Unless noted, calls come from the whole dose curve; as a rule, active = well fitted curve in the direction sought with a large enough effect; inconclusive = small, poorly fitted or top-dose-only effect, or another doubt; inactive = no such curve, though single readings can be large; an effect the other way counts as inactive or inconclusive. This is a subset (hit frequency here may not be typical).

SMILES | Rhodamine autofl | HBB splice mod | TexasRed autofl | Ub-GFP proteasome | DNA Pol III inh | HADH2 inhib | GFP derepression | ALOX15 inhib | 4MU fluor | Hsp90 Hop PPI | Fluorescein autfl
Cc1ccc2cc(CCNC(=O)c3ccco3)c(=O)[nH]c2c1C | x | -0.4% | x | 1.2% | -2.3% | -27.8% | x | 32.3%[activator] | x | 0.2% | x
COCCn1c(=O)c(-c2cccc(C#N)c2)nc2cnc(N3CCOCC3)nc21 | i | 2.9% | i | 1.9% | -5.7% | 73.4%[activator] | -0.4%[9.22 µM] | -28.8% | 2.23e-08M* | -8.5% | i
COC(=O)c1ccc(NS(=O)(=O)c2ccc3c(c2)oc(=O)n3C)cc1 | x | -1.0% | x | 5.9% | -4.8% | -15.7% | x | 3.0% | x | 0.0% | x
COC(=O)c1ccnc(/C=N/O)c1 | i | x | i | 6.3% | -0.8% | -1.2% | 1.3% | 30.8%[activator] | i | -9.3% | i
Cc1nn(-c2ccccc2)c2c1C1(C(=O)Nc3ccccc31)N1C(=N2)Sc2ccccc21 (stereo unspecified) | i | 0.5%[57.5 µM] | i | 0.9% | 2.9% | 21.4% | 0.0% | -5.7% | i | -18.8% | i
CC(C)(C)C1=Nn2c(nnc2-c2n[nH]c3c2CCC3)SC1 | i | 0.7%[0.369 µM] | i | x | -1.4% | u | -2.1% | u | i | -5.2% | u
CCn1cc(C(=O)NCCCN2CCC(C)CC2)c2cc(OC)c(OC)cc2c1=O | x | -0.4% | x | -18.0% | -3.6% | 15.9% | x | 9.6% | x | 0.1% | x
Cc1ccc(N(CC(=O)NCc2ccncc2)S(C)(=O)=O)cc1Cl | i | x | u | -3.6% | -9.4% | -3.3% | -1.9% | 10.1% | i | -0.7% | i
CN1CCN(c2ncc3ncc(=O)n(CCc4ccccc4)c3n2)CC1 | i | 1.8% | i | -2.0% | -7.5% | -4.7% | -1.6%[9.22 µM] | 1.7% | 1.87e-08M* | -10.6% | i
CC(C)(C)c1cc(C(F)(F)F)nc(SCCCNC(=O)c2ccco2)n1 | i | -0.8% | i | -5.3% | -2.6% | -7.0% | 0.0% | -9.3% | i | 2.7% | u
c1ccc(-c2nnc(-c3ccco3)n2-c2ccccc2)cc1 | i | x | i | 2.2% | -2.0% | 8.2% | 1.3% | -1.2% | i | -2.0% | i
O=C(CC1SC(=Nc2ccccc2)N(CCCCO)C1=O)NCc1ccccc1 (stereo unspecified) | x | -1.1%[0.0738 µM] | x | -4.5%[9.17 µM] | -5.4%[11.4 µM] | 3.8%[11.4 µM] | -1.5% | 13.0%[11.4 µM] | x | -3.7%[11 µM] | x
COc1ccc(S(=O)(=O)N2CCN(c3ccc4nnc(-c5ccc(F)cc5)n4n3)CC2)cc1 | x | -0.6% | x | 14.3% | -1.4% | 14.4% | -2.3% | -12.5% | x | -5.1% | x
COc1ccccc1CNc1cc(-c2cccc(NS(C)(=O)=O)c2)ncn1 | i | 0.8% | i | -9.0% | -1.0% | 4.1% | -2.9%[9.22 µM] | -29.7% | i | 0.1% | i
Cn1c2c(c(=O)n(C)c1=O)CN(CCN1CCNCC1)CN2 | x | -0.5%[9.22 µM] | x | 0.0% | -2.1% | -2.4% | -2.2% | 3.5% | x | -3.4% | x
CCOC(=O)CCN(Cc1cccs1)S(=O)(=O)c1ccc(Cl)cc1 | i | -2.8%[57.5 µM] | i | -3.4% | -0.8% | 1.5% | 2.1% | -4.9% | i | u | i
CCS(=O)(=O)CCSc1nc2ccccc2s1 | i | x | i | 5.2% | -3.6% | u | 0.0% | 1.7% | i | -2.8% | u
CCOC(=O)CN(C(=O)CSc1nnc(CNc2ccc(C)cc2C)n1CC)c1ccccc1 | i | x | i | -4.7% | -6.2% | 10.6% | -3.0% | 7.6% | i | -6.5% | i
COC(=O)c1ccc(CSc2nnc(SCc3ccc(C(=O)OC)o3)s2)o1 | i | -0.2%[57.5 µM] | i | -1.9% | -2.5% | u | 2.7% | -5.8% | i | 1.4% | i
CCCc1ncc(C(O)c2cccc(OC)c2OC)n1C (stereo unspecified) | x | -1.5%[9.22 µM] | x | u | -0.2% | 4.0% | 0.0% | -2.7% | x | -3.9% | x
CCN(C(=O)c1cn(CC)c(=O)c2cc(OC)c(OC)cc12)c1ccccc1C | i | 3.4% | i | -0.1% | -8.9% | 5.2% | 0.0% | 9.0% | i | 0.8% | i
C=C1C2(C(=O)Nc3nccs3)CCC(C2)C1(C)C (stereo unspecified) | i | x | i | x | x | x | -2.4%[20.6 µM] | x | i | x | u
O=C(/C=C/Nc1ccccc1Br)c1ccccn1 | x | -4.9% | x | 2.9% | 1.0% | -4.8% | -6.6% | -11.9% | x | u | x
CCCN(CCC)CCCNS(=O)(=O)c1cc(Br)cc2c1N(C(C)=O)CC2 | i | 0.0% | i | 17.8% | 2.0% | 2.9% | 4.1% | 4.8% | i | -2.8% | i
CCCCNC(=O)c1cccc(C(=O)NCCCC)c1 | i | 4.0% | i | 2.7% | 3.6% | 9.3% | 1.7% | 3.4% | i | -0.3% | i
CSc1ccc(-c2c(C#N)c(N)nc3c2CCCC3)cc1 | i | -2.4% | i | 3.7% | 2.2% | 10.2% | -2.1% | -7.6% | i | -3.6% | u
Cc1cccc(NC(=O)C2CCCN(S(=O)(=O)c3cccc4cccnc34)C2)c1 (stereo unspecified) | x | -1.3% | x | -7.7% | -2.4% | 4.8% | 2.3% | -7.2% | x | -4.6% | x
Cc1noc(C)c1-c1ccc2ncnc(NC3CCNCC3)c2c1 | i | 1.3% | i | 1.8% | -4.8% | 19.2% | 2.9%[9.22 µM] | 12.1% | i | 0.6% | i
O=C(CN(c1ccc2c(c1)OCCO2)S(=O)(=O)c1ccccc1)NCc1ccco1 | i | -1.2% | i | -4.1% | -8.5% | 0.4% | -2.9% | 2.7% | i | -8.9% | u
COc1ccc2c(Cl)c(C(N)=O)sc2c1 | i | x | i | -3.3% | -3.9% | 1.8% | 0.0% | 5.4% | i | -1.6% | i
CC(=O)Nc1cccc(-c2nnc(SCC(=O)N3CCCCC3)n2C)c1 | i | -1.0% | i | -3.9% | 0.5% | 17.3% | -2.0% | 1.0% | 3.79e-07M* | 2.8% | i
O=C(c1ccc2nc(N3CCOCC3)sc2c1)N1CCC2(CC1)OCCO2 | i | 2.5% | i | u | -7.4% | -5.1% | -1.2% | 4.3% | i | -3.8% | i
O=C(Nc1ccccc1)N1CC2(CCN(C(=O)c3ccncc3)CC2)C1 | i | 2.4% | i | -0.9% | -1.6% | 2.3% | 18.6%[9.22 µM] | 7.8% | i | -8.6% | u
O=C(CSc1nnc(-c2ccccc2F)n1C1CCCCC1)N1CCCC1 | i | -2.5% | u | 2.1% | -0.7% | -2.2% | 4.9% | 5.8% | i | 0.0% | i
COc1ccc(Cn2c(=O)[nH]c3cc(C(=O)NCCCN4CCCCC4)ccc3c2=O)cc1 | i | 0.3% | i | 9.3% | -2.4% | -25.8% | -2.4% | 5.7% | 3.62e-08M* | -8.8% | i
CCOC(=O)c1c(C)[nH]c(C)c1-c1ccccc1OC | i | 2.0%[0.369 µM] | i | -4.1% | -3.5% | -7.3% | 0.0% | -2.6% | u | -5.0% | i
COc1ccc(NC(=O)[C@H](CCS(C)(=O)=O)N2Cc3ccccc3C2=O)c(OC)c1 | x | -0.9% | x | -8.6% | -3.9% | 0.2% | x | 0.3% | x | -3.0%[2.3 µM] | x
Cc1cccc2cc(CN(Cc3nnnn3Cc3ccccc3)C3CCCC3)c(=O)[nH]c12 | i | x | i | -2.7% | -7.3% | 1.1% | 2.7% | -19.3% | u | 57.0% | u
CCN(CC)CCCN1C(=O)C(O)=C(C(=O)c2ccc(C)o2)C1c1cccs1 (stereo unspecified) | x | -0.7%[9.22 µM] | x | -4.2% | -0.2% | -9.8% | 2.6% | -4.4% | x | 1.2% | x
Cc1ccc(S(=O)(=O)N2C(=O)CCC2C(=O)N2CCN(C)CC2)cc1 (stereo unspecified) | i | 0.2% | i | -7.9% | 2.3% | -0.4% | 0.2% | 7.0% | i | -3.0% | u
CC1=C(C(N)=O)C(c2ccc(Cl)cc2)NC(=O)N1 (stereo unspecified) | i | x | i | -2.3% | -0.4% | 2.5% | -1.2% | 5.1% | i | -1.3% | i
CC(C)CCn1c(CN2CCN(Cc3ccccc3)CC2)nc2c1c(=O)n(C)c(=O)n2C | i | -1.3%[0.369 µM] | u | 2.6% | -9.4% | 7.4% | 2.2% | 8.5% | i | -4.0% | u

Compound activity (PubChem BioAssay)
